# Screens as filed in PubChem BioAssay.
# PriA SSB inh: inhibitors of Klebsiella pneumoniae PriA binding to SSB C-terminal tail, primary screen, biochemical, AlphaScreen; 430,000 tested, 0.6% active; inhibition, % at 33 µM; PriA–SSB C-terminal tail interaction (Klebsiella pneumoniae); AlphaScreen SSBct-PriA binding, biotinylated peptide; in the data active = inhibition mostly above about 37%, no sharp cut-off; inactive = mostly below about 20%;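 also: plate controls were negative control peptide for no effect and reference peptide for full effect; strong numbers were not always called active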
# Active calls of the source: *; & = joins results of further samples.
SMILES,PriA SSB inh
O=C(Nc1nc(CCC(=O)N2CCN(c3ccccc3)CC2)cs1)NC1CCCCC1,-19
CCCOc1cc(Nc2ccc(NC(=O)Nc3ccc4c(c3)OCCO4)cc2)nc(C)n1,7
COc1ccc(F)cc1S(=O)(=O)NCCc1csc(-n2cccn2)n1,-14
CCOC(=O)COc1ccccc1C=NNc1nnc2c3ccccc3n(C)c2n1,2
O=S(=O)(c1cccnc1)N1CCN(c2nc3ccccc3n2Cc2ccccc2)CC1,-6
COC(=O)N1CCC(CNC(=O)c2cc(-c3cc(OC)ccc3OC)nn2C)CC1,5
COc1ccc(Br)c(C(=O)N2CCc3ncncc3C2)c1,-5
COc1ccc(C2=NN(C(=O)CN3CCCCC3)C(c3nc4ccccc4[nH]3)C2)cc1 (stereo not given),-15&1
Cn1nc(C2CCCN(C(=O)CSc3ccc(F)cc3)C2)n(-c2ccccc2)c1=O (stereo not given),-2
CC(=O)Nc1ccc(NC(=O)CC(C)=NNC(=O)COc2cc(C)c(Br)cc2Br)cc1,-9
CCCCNC(=O)CN1CCN(C(=O)Cn2c(=O)nc(-c3ccccc3)c3ccccc32)CC1,-3
COc1ccc(C=NNS(=O)(=O)c2ccccc2)cc1OC,-1
COc1ccccc1NS(=O)(=O)c1cccc(C(=O)NN=C2CC(=O)CC(C)(C)C2)c1,16
O=C(Nc1ccccn1)c1ccc(S(=O)(=O)NC2CC2)cc1,5&5
Cc1nc(-n2nc(-c3ccco3)cc2NC(=O)c2ccc(F)c(F)c2)[nH]c(=O)c1C,-3
COc1ccc(CC(=O)NCc2cc(-c3ccc(F)cc3)on2)cc1OC,-8
O=S(=O)(NCCc1ccoc1)c1cccc(C(F)(F)F)c1,7
COCCNC(=O)NCCc1ccoc1,-4
Cc1ccc(F)cc1NC(=O)CSc1nc2cc(-c3ccccc3)sc2c(=O)n1C,-13
C#CCOc1ccc(C=NNC(=O)c2cccnc2)cc1OCC,-7
Cc1ccccc1-c1noc(Cn2ccn3nc(-c4cccs4)cc3c2=O)n1,-2
c1ccc(-c2nc(-c3ccccn3)c(-c3ccccn3)nc2-c2ccccn2)nc1,27
C[C@H]1CNc2ccccc2NC1=O,-5
COc1ccc(Cl)cc1NC(=O)NCC#CCN1CCCC1,-6
O=C(NCCNC(=O)c1ccc(F)cc1F)c1ccc(NC(=O)c2ccc(F)cc2)cc1,-5
COc1ccc(Cl)cc1NC(=O)CC(C)=NNC(=O)c1ccc(O)cc1,-12
CCN(CC)c1ccc(NC(=O)Cn2cnc3c(sc4cccc(F)c43)c2=O)c(C)c1,-4
N#Cc1ccc(Cl)cc1NC(=O)CN1C(=O)c2ccccc2S1(=O)=O,-7
COc1ccc(-c2noc(-c3ccc(=O)n(CC(=O)N4CCc5ccccc54)n3)n2)cc1F,1
O=C1OC2(CCN(C(=O)NC(c3ccccc3)c3ccccc3)CC2)c2ccccc21,-7
O=C(Nc1ccc(SCc2cccnc2)nn1)c1ccccc1F,2&9
Cc1cc(=O)[nH]c(-n2nc(C)cc2NC(=O)C(=O)NCc2ccc3c(c2)OCO3)n1,-7
O=C(NN=Cc1c[nH]c2ccccc12)c1ccc2c(c1)OCCO2,9
CN(C)c1ccc(C=NN2CCN(Cc3ccccc3Cl)CC2)cc1,21
COc1ccc(S(=O)(=O)NCc2cccnc2)cc1N(C)S(=O)(=O)c1ccc(Cl)cc1,-11
CCOc1cc(C=NNC(=O)C(N)=O)cc(Br)c1O,11
Cc1cc(O)c(C=NNc2ccccc2)c(=O)o1,-16
Cc1nccn1CC(=O)NN=Cc1ccccc1O,8
COc1ccc(N(N=C2Sc3ccccc3C2=O)C(C)=O)cc1,63
O=S(=O)(Oc1cccc2cccnc12)c1cccc2cccnc12,-19
COc1ccc(-c2csc3ncnc(N4CCC(Cc5ccccc5)CC4)c23)cc1,-8&9
CCCCN(C)S(=O)(=O)c1ccc(C(=O)Nc2ccc(F)cc2)cc1,-10
CSc1ccc(CNC(=O)c2scc(-c3ccc(Cl)cc3)c2-n2cccc2)cc1,-9
COc1ccc(NC(=O)C2(c3cccs3)CCCC2)c(OC)c1,-20
O=[N+]([O-])c1cc(Br)c2ncccc2c1,46
O=C(CCN1CCCCC1)NN=Cc1ccc(Br)cc1,0
Cn1nc(N2CCCC(C(=O)NCc3ccc(OC(F)(F)F)cc3)C2)ccc1=O (stereo not given),-13
Cc1ccc(-c2csc3ncnc(Nc4ccc(F)c(Cl)c4)c23)cc1,-4
CCOC(=O)c1ccccc1NC(=O)CSc1nc(-c2ccccc2)nc2c1c(=O)n(C)c(=O)n2C,-12&-8
O=C(NN=Cc1c(O)n(CCc2ccccc2)c(=O)[nH]c1=O)c1ccccc1,-20
# Further results
SMILES,PriA SSB inh
C[C@H](Oc1ccccc1Cl)C(=O)Nc1cc(N2CCCC2)ncn1,7
COc1ccc(OC)c(NC(=O)C(=O)NCCN2CCOC(c3ccccc3)C2)c1 (stereo not given),-14
CN(C(=O)COc1ccc(F)cc1)[C@@]1(C)CCS(=O)(=O)C1,-18
COc1ccc(-c2csc(CN3CCN(C(=O)CC4CCCC4)CC3)n2)cc1,-2
CCOC(=O)c1sc(NC(=O)C2CCCCC2)c(C#N)c1C,-19
NC(=O)Cn1c(/C=C/c2ccccc2)nc2ccccc21,-17
Cc1cc(C=Nn2cnnc2)c(C)n1-c1ccc(OCc2ccc(Cl)cc2Cl)cc1,-8
CC(O)(CN)c1cc2ccccc2s1 (stereo not given),-14
O=C(NN=Cc1sc(N2CCCCC2)nc1-c1cccs1)C1CC1,-20
COc1ccc(OCC(=O)NN=C(C)c2cc3ccccc3o2)cc1,-10
CS(=O)(=O)c1ccc(C(=O)Nc2ccc3scnc3c2)cc1,-3&-3
CCOC(=O)N1CCN(Cn2cnc3c2c(=O)n(C)c(=O)n3C)CC1,12
COc1cc(C(=O)N2C(=S)C(c3ccc(Cl)cc3Cl)=NC2(C)C)cc(OC)c1OC,-3
NCc1ncc(-c2ccccc2)[nH]1,-14
CC(=NNC(=O)c1nnn(-c2nonc2N)c1CN1CCc2ccccc21)c1ccccc1O,-9
CN(C)CCn1ncc(-c2ccc(F)cc2)c1-c1ccncc1,5
CN1C(=O)CCc2cc(NC(=O)CCC3CCCC3)ccc21,-5
COc1ccc(CCC(=O)NCCn2ncc3c(=O)n(Cc4cccc(C)c4)cnc32)cc1,-9
COc1ccc(C(=O)Nc2ccc3nc[nH]c3c2)cc1OC,0
CN(C)c1nccnc1O[C@H]1CCCN(S(=O)(=O)c2ccc(C#N)cc2)C1,1
O=C(NCCC1=CCCCC1)C(=O)NCC[C@H](O)c1ccccc1,-2
O=C(O)C(c1ccccc1)n1c(O)c(C=C2C=Nc3ccccc32)sc1=S (stereo not given),16
COc1ccc(NN=Cc2c(O)n(-c3ccc(C)c(C)c3)c(=O)[nH]c2=O)cc1,-6
O=[N+]([O-])c1ccc(O)c(C=NNc2nn[nH]n2)c1,99
O=C(O)CCNS(=O)(=O)c1cccc(C(F)(F)F)c1,-7&0
CC(C)(C)c1ccc(C(=O)NCC(=O)NN=Cc2cccs2)cc1,-4
Nc1nc(SCC(=O)Nc2ccc(Cl)c(Cl)c2)ncc1S(=O)(=O)c1cccs1,0
O=C(c1ccc(OC(F)(F)F)cc1)N1CCC(c2cccs2)CC1,-22
CCN(Cc1cnc2ccccn12)C(=O)C1(c2ccccc2)CCOCC1,-5
Cc1cc(C)cc(NC(=O)Cn2nc(S(=O)(=O)c3ccccc3)ccc2=O)c1,1

# Reprinted from the part before: five entries; new compounds follow.
SMILES,PriA SSB inh
CC(C)(C)c1ccc(C(=O)NCC(=O)NN=Cc2cccs2)cc1,-4
Nc1nc(SCC(=O)Nc2ccc(Cl)c(Cl)c2)ncc1S(=O)(=O)c1cccs1,0
O=C(c1ccc(OC(F)(F)F)cc1)N1CCC(c2cccs2)CC1,-22
CCN(Cc1cnc2ccccn12)C(=O)C1(c2ccccc2)CCOCC1,-5
Cc1cc(C)cc(NC(=O)Cn2nc(S(=O)(=O)c3ccccc3)ccc2=O)c1,1
CCOc1ncccc1C(=O)Nc1c(C)nc2sc(C)c(C)n2c1=O,1
CCCN(C)c1nccn2c(=O)n(CC(=O)Nc3ccc(OC)c(Cl)c3)nc12,8
O=C(CCn1ccc(=O)[nH]c1=O)Nc1ccccc1-c1csc(-c2ccccc2F)n1,-5
Cc1cc(C(=O)Nc2nnc(-c3ccc4c(c3)OCO4)o2)on1,-39&-11
COc1ccc(CCNC(=O)Nc2cnn(C3CCOCC3)c2)cc1,5
COc1ccc2nc(-c3ccc(C)c(NC(=O)C(C)Oc4ccccc4F)c3)cn2n1 (stereo not given),-5
O=C(CSC1CCCC1)N1CCN(CCn2cccn2)CC1,2
CC(C)(Oc1ccc(Cl)cc1)C(=O)NCC1CCN(S(=O)(=O)c2cccnc2)CC1,-5
Cc1ccc(S(=O)(=O)N2CCC(Oc3ccc(C(F)(F)F)cn3)CC2)c(C)c1,-3
O=C1NCCc2ccc(NS(=O)(=O)CCOc3ccccc3)cc21,-6

# The list goes on; the last five above are carried over.
SMILES,PriA SSB inh
COc1ccc2nc(-c3ccc(C)c(NC(=O)C(C)Oc4ccccc4F)c3)cn2n1 (stereo not given),-5
O=C(CSC1CCCC1)N1CCN(CCn2cccn2)CC1,2
CC(C)(Oc1ccc(Cl)cc1)C(=O)NCC1CCN(S(=O)(=O)c2cccnc2)CC1,-5
Cc1ccc(S(=O)(=O)N2CCC(Oc3ccc(C(F)(F)F)cn3)CC2)c(C)c1,-3
O=C1NCCc2ccc(NS(=O)(=O)CCOc3ccccc3)cc21,-6
Cc1nnc2ccc(N3CCN(C(=O)Nc4cc(Cl)ccc4Cl)CC3)nn12,-19
CCCS(=O)(=O)N1CCN(Cc2nc3ccc(OC)cc3[nH]2)CC1,-4
O=C(c1cc(F)ccc1OCc1ccccc1)C1OC1c1cc(Cl)cc2c1OCOC2 (stereo not given),-2
O=S(=O)(c1ccc2c(c1)CCCC2)N1C2C=CCC1CC2 (stereo not given),-17
O=c1c(=Cc2cc([N+](=O)[O-])cc([N+](=O)[O-])c2O)sc2nc3ccccc3n12,7
COc1ccc(C2NCCS2)cc1Br (stereo not given),9
O=c1c2ccccc2c(C=Nc2n[nH]c(CCCO)n2)c(O)n1-c1ccccc1Cl,8
O=C(NC1CC(=O)N(c2cccc(F)c2)C1)c1cc2ccccc2oc1=O (stereo not given),-2
Cc1ccc(OCC(=O)NN=Cc2cn(Cc3ccccc3)c3ccccc23)cc1C,10
COc1cccc(NC(=O)N2c3ccccc3N3C(c4c(C)c(Cl)c(C)c(Cl)c4C)=NON23)c1,-12

# Of the compounds above, 2 have a COOH group.
SMILES,PriA SSB inh
O=C(O)C(c1ccccc1)n1c(O)c(C=C2C=Nc3ccccc32)sc1=S (stereo not given),16
O=C(O)CCNS(=O)(=O)c1cccc(C(F)(F)F)c1,-7&0

# 3 entries out of the list, arranged by length of the SMILES, ascending.
SMILES,PriA SSB inh
CCCS(=O)(=O)N1CCN(Cc2nc3ccc(OC)cc3[nH]2)CC1,-4
Cc1ccc(OCC(=O)NN=Cc2cn(Cc3ccccc3)c3ccccc23)cc1C,10
O=C(c1cc(F)ccc1OCc1ccccc1)C1OC1c1cc(Cl)cc2c1OCOC2 (stereo not given),-2

# The list continues.
SMILES,PriA SSB inh
Cc1nnc(NC(=O)CSc2ncc(-c3ccc(Cl)c(Cl)c3)n2-c2ccc(OC(F)(F)F)cc2)s1,6
O=C(Cc1ccccc1)N1CCN(c2ccc(-n3cccc3)nn2)CC1,-22
COC(=O)c1ccc(COc2cccc3ccc(N4CCCC(C)C4)nc23)cc1 (stereo not given),-5
COc1ccc(OC)c(C=NN2CCN(c3ccc(Cl)cc3)CC2)c1,-13
Cc1cc(NC(=O)CN2CCN(C[C@H](O)C3CC3)CC2)no1,-2
O=C(C1CCN(c2ccc(-n3cncn3)nn2)CC1)N(Cc1ccccc1)c1ccccn1,4
O=C(Nc1ccc2c(c1)CN(C(=O)c1ccccc1)CC2)c1cc2ccccc2oc1=O,-8
N#Cc1ccc(COCC2CCN(CC(=O)NCc3ccc(F)cc3)CC2)cc1,-11
Cc1cccc(N2CCN(C(=O)Cn3cnc4c([nH]c5ccccc54)c3=O)CC2)c1C,-1
CC1(C)OC2OC(C(=O)Nc3ccc(OC(F)(F)F)cc3)C3OC(C)(C)OC3C2O1 (stereo not given),7
CCOC(=O)NCC(OC)c1ccccc1C (stereo not given),-2
CCOC(=O)N1CCN(C(=O)C2CN(C(=O)c3cnccn3)C2)CC1,-3
O=C(c1ccco1)N1CCN(Cc2nc(-c3ccco3)cs2)CC1,-13
COC(CNC(=O)c1ccoc1)c1ccc(Cl)s1 (stereo not given),3
O=C(NCC(c1cccnc1)N1CCc2ccccc21)c1cccc([N+](=O)[O-])c1 (stereo not given),0
CSc1nnc(-c2ccccc2NC(=O)/C=C/c2cccs2)o1,-21
CCn1nccc1C(=O)Nc1ccc(-c2nc3ccc(C)cc3s2)cc1,0
O=C(Cn1nc(-c2ccco2)c2sc(N3CCCCC3)nc2c1=O)NCc1ccc(F)cc1,-10
C(=Nn1cnnc1)c1cccc(OCCOc2ccccc2)c1,3
COc1ccc(NC(=O)Nc2nnc(SCC(=O)N3CCCc4ccccc43)s2)cc1,-20
Cc1ccc(S(=O)(=O)NCc2ccnc(N(C)C)n2)cc1C,-2
Cc1noc(C)c1S(=O)(=O)NCc1cc(-c2ccncc2)n(C2CCCC2)n1,-9
COC(=O)C1=C(C)N(C)C(=S)NC1c1c(OCc2ccccc2)ccc2ccccc12 (stereo not given),4
COC(=O)c1ccc(NC(=O)C2CN(S(=O)(=O)C3CC3)C2)cc1,-3

# This is a subset; the hit share may differ from the screen's.
